PP5 inh – PP5 phosphatase inhibitors, primary screen, biochemical, fluorescence | inhibition, % at 6.7 µM | AID 1987, 2009 | purified PP5c, OMFP substrate fluorescence | Serine/threonine-protein phosphatase 5 (Homo sapiens), P53041 | 320,000 compounds, 0.18% hits;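 active = inhibition above the campaign's mean inhibition across all tested compounds plus 3 SD, cut at about 9.5% in these data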;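 note: 0% = DMSO only and 100% = 100 µM cantharidin control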
CTSL1 counter – Fasciola hepatica cathepsin L1 inhibitors, primary screen, counter-screen for PFM18AAP inhibitor project, biochemical, QFRET, fluorogenic peptide substrate; inhibition, % at 5.96 µM; AID 1906, 2009; 300,000 compounds, 0.49% hits; recombinant F. hepatica cathepsin L1, Z-Leu-Arg-MCA fluorescence;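 active = inhibition above the mean of all tested compounds plus 3 SD, set per screening campaign, cut at about 17% in these data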;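 note: 0% = plate median of test compound wells and 100% = 1 µM Z-Phe-Ala-diazomethylketone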
EBNA-1 inhibitor – EBNA-1 DNA-binding inhibitors, primary screen, biochemical, fluorescence polarization; inhibition, % at 14.8 µM; 300,000 compounds, 0.34% hits; in the data active = inhibition above about 28%
HCV core dimer – inhibitors of HCV core protein dimerization, primary screen, biochemical, TR-FRET, high-throughput. TR-FRET GST/Flag-core106 dimerization, 1536-well. inhibition, % at 5 µM. 300,000 compounds, 0.33% hits. AID 1899, 2009;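 active = inhibition above the mean of all tested compounds plus 3 SD, set per screening campaign, cut at about 45% in these data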
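assay system = GST-tagged and Flag-tagged HCV core protein residues 1-106 | controls = unlabelled core106 and no-GST-core106 wells | incubation = compound-protein-antibody incubation 4 h at 22.5 °C | probe or stimulus = Eu donor and XL665 acceptor anti-tag antibodies | read-out = % inhibition based on acceptor/donor emission ratio | signal = TR-FRET 671 and 617 nm emission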
ZTA counter – ZTA (EBV) inhibition in EBNA-1 counter-screen; ZTA-DNA binding, fluorescence polarization; AID 2234; P03206; 320,000 compounds, 0.15% hits; inhibition, % at 11 µM; in the data active = inhibition above about 33%
Target sequence (P03206 whole entry, looked up): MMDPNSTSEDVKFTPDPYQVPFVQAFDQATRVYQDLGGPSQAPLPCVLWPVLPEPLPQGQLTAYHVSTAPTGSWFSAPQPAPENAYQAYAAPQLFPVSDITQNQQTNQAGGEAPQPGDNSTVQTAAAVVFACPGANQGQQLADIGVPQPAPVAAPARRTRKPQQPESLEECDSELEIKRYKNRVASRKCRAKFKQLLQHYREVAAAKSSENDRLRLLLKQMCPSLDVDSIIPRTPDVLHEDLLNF
PREPL inh – PREPL enzyme inhibitors, primary screen, biochemical, fluorescence polarization. AID 2751, 2010. 320,000 compounds, 0.68% hits. Prolyl endopeptidase-like (Homo sapiens), Q4J6C6. inhibition, % at 5.96 µM. recombinant PREPL, fluorescence polarization activity-based probe; in the data active = inhibition above about 43%;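 note: 0% = enzyme with DMSO and 100% = wells lacking enzyme; many of its hits are not listed in these tables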
PP1 counter – PP1-alpha phosphatase inhibitors, primary screen, counter-screen for PP5 inhibitor project, biochemical, fluorescence, OMFP substrate, single point. Serine/threonine-protein phosphatase PP1-alpha catalytic subunit (Homo sapiens), P62136. purified PP1alpha. inhibition, % at 6.7 µM. 320,000 compounds, 0.9% hits. AID 2235, 2010;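 active = inhibition above the mean inhibition of all tested compounds plus 3 SD, computed separately for each screening campaign, cut at about 15% in these data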
Target sequence (P62136 whole entry, looked up): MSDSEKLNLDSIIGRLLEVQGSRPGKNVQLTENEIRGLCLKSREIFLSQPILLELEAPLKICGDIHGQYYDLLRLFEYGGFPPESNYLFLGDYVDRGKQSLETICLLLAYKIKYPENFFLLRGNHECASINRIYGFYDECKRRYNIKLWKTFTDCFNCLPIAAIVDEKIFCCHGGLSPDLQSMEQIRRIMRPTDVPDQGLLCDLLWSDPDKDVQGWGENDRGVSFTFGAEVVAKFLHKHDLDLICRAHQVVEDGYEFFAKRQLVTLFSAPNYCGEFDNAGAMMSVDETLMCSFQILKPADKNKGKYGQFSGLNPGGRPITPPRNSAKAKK
TPT1 inhibitor – Candida albicans TPT1 enzyme inhibitors, primary screen, biochemical, fluorescence polarization; recombinant caTPT1, FP RNA substrate dephosphorylation; inhibition, % at 5 µM; 300,000 compounds, 0.81% hits; tRNA 2'-phosphotransferase TPT1 (Candida albicans SC5314);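 active = inhibition above the mean of all tested compounds plus 3 SD, set per screening campaign, cut at about 24% in these data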;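 note: plate controls were DMSO alone for no effect and ferristatin control at 100 nM for full effect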
Efflux pump mplx – inhibitors of Candida efflux pumps in yeast, primary screen, S. cerevisiae, Nile Red, multiplex; AID 485275, 2010; 330,000 compounds, 0.44% hits; inhibition, % at 10 µM; S. cerevisiae Candida pump triplex;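 active = plate passing quality check with inhibition over a set limit, or well fluorescence over plate mean plus 4 SD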;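 note: Nile Red retained in pooled yeast measured as flow cytometry median fluorescence; 0% = buffer negative control and 100% = Enniatin B positive control; higher means more Nile Red kept so more efflux inhibition; some compounds called inactive have numbers as strong as hits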
Starred values were filed as active, the others as inactive; nt = no result given. Only part of the results is shown; rates above refer to the full screens.

SMILES	PP5 inh	CTSL1 counter	EBNA-1 inhibitor	HCV core dimer	ZTA counter	PREPL inh	PP1 counter	TPT1 inhibitor	Efflux pump mplx
O=C(CCC1CCCN(C(=O)Cn2cnnn2)C1)NCc1ccc(F)c(F)c1 (stereo not drawn)	1.3	1	2	-5	-14	4	2	-1	-0.3
Cc1nn(CCC#N)c(NC(=O)c2ccccc2)c1P(=O)(Nc1ccc(Br)cc1)N1CCOCC1 (stereo not drawn)	1.0	0	5	-14	-15	8	0	-6	0.2
Cn1nccc1C(=O)N1CCCC(Nc2ccc(F)cc2)C1 (stereo not drawn)	1.2	-3	-18	-14	-6	10	-3	1	0.1
COc1ccc(OC)c(N(CC(=O)N2CCc3ccccc3C2)S(C)(=O)=O)c1	0.1	-3	-4	-12	-8	-1	-2	-1	0.1
CCOc1ccc(C2C(C#N)=C(N)Oc3nc[nH]c(=O)c32)cc1OC (stereo not drawn)	2.8	-3	-13	1	13	0	-2	6	0.3
Cc1ccc(-c2cc(C(=O)n3cnc4ccccc43)c3ccccc3n2)cc1C	2.9	0	1	9	5	5	2	0	0.1
O=C1CCCc2c1cc(C(=O)NC1CCSC1=O)c(=O)n2-c1ccccc1 (stereo not drawn)	-1.4	0	9	-8	-5	16	-2	-7	0.0
O=C(O)CCc1nn2cc(-c3ccccc3)nc2[nH]c1=O	2.0	3	1	3	15	-9	-1	3	0.0
Cc1cc(=O)oc2c1c(C)nn2-c1ccc(Br)cc1	-0.2	0	2	0	4	1	-3	1	0.1
Cc1noc(C)c1CSCC(=O)Nc1ccccc1N1CCCCC1	1.5	-7	3	-3	-11	8	-1	-2	0.0
O=C(O)CCSc1nnc(-c2ccncc2)n1-c1ccccc1	1.4	-8	-6	2	-21	12	0	-1	0.1
COc1ccc(N(Cc2cc3cc(OC)ccc3[nH]c2=O)C(=O)c2cccnc2)cc1	-1.6	4	14	-5	4	13	3	-2	-0.1
Cc1ccc2nc(/C(C#N)=C\c3ccc(OC(=O)c4cccs4)cc3)[nH]c2c1	-0.4	2	12	-5	5	38	6	4	0.0
COc1ccc(NC(=O)CN2C(=O)C(C)Oc3ccccc32)cc1OC (stereo not drawn)	-1.8	3	6	-9	-16	1	-6	-5	-0.1
CC(C(=O)NN=C(c1ccccc1)c1ccccc1)N1CCCC1 (stereo not drawn)	2.2	3	3	-17	11	0	1	-1	0.1
COC(=O)CN1C(=O)C2(C(C#N)=C(N)Oc3cc(C)oc(=O)c32)c2ccccc21 (stereo not drawn)	-1.6	3	1	-7	15	-11	0	-3	-0.1
CN1CCN(S(=O)(=O)c2ccc3c(c2)NC(=O)CS3)CC1	1.1	-2	-2	9	-14	0	2	1	-0.1
COc1cccc(NC(=O)COC(=O)c2nc3nccc(C)n3n2)c1	2.5	-3	-6	6	-3	6	-3	0	0.0
CC(=O)NC1C2CN3CCN(C2)CC1(Cc1ccccc1)C3 (stereo not drawn)	-1.0	2	2	-2	2	9	-1	-2	1.0
COc1ccc(OC)c(/C(C)=N\NC(=O)c2cc3cc(Cl)ccc3n2C)c1	1.3	-2	-9	8	-9	0	0	-2	0.1

Rewritten field by field: part of the list above
CN1CCN(S(=O)(=O)c2ccc3c(c2)NC(=O)CS3)CC1
- PP5 inh: 1.1
- CTSL1 counter: -2
- EBNA-1 inhibitor: -2
- HCV core dimer: 9
- ZTA counter: -14
- PREPL inh: 0
- PP1 counter: 2
- TPT1 inhibitor: 1
- Efflux pump mplx: -0.1

COC(=O)CN1C(=O)C2(C(C#N)=C(N)Oc3cc(C)oc(=O)c32)c2ccccc21 (stereo not drawn)
- PP5 inh: -1.6
- CTSL1 counter: 3
- EBNA-1 inhibitor: 1
- HCV core dimer: -7
- ZTA counter: 15
- PREPL inh: -11
- PP1 counter: 0
- TPT1 inhibitor: -3
- Efflux pump mplx: -0.1

(list continues)
SMILES	PP5 inh	CTSL1 counter	EBNA-1 inhibitor	HCV core dimer	ZTA counter	PREPL inh	PP1 counter	TPT1 inhibitor	Efflux pump mplx
O=S(=O)(c1ccc(F)c(Cl)c1)N1CCN(C/C=C/c2ccccc2)CC1	1.1	nt	nt	nt	-31	5	4	nt	-0.1
Cc1ccc(Nc2nc(N)nc(CSc3ncccn3)n2)cc1	2.5	-1	0	-2	0	-12	-6	-2	-0.1
Cc1ccsc1C(=O)NNC(=S)NCC(C)C	1.1	-1	-5	-6	-20	1	0	-3	0.0
CC(/C=N/n1c(COc2ccccc2)n[nH]c1=S)=C\c1ccccc1	0.6	3	13	0	-2	-12	5	-2	0.1
CCOC(=O)c1[nH]c2ccccc2c1NC(C)=O	1.6	-1	6	-7	2	-8	-4	-1	0.4
O=C(Cc1ccccc1)NN1C(=O)/C(=C/c2ccccc2C(=O)O)SC1=S	2.5	2	-6	5	-7	-1	-7	3	0.1
COc1ccc(OC)c(CCNC(=O)CCc2nnc3ccc(N4CCCC4)nn23)c1	-1.6	0	-13	-1	-7	6	2	0	0.0
CC(C)N(C(=O)CN1CCN(S(=O)(=O)c2ccc(Br)s2)CC1)C(C)C	-1.1	nt	nt	nt	-5	9	-3	nt	0.2
O=C(N=Nc1c(O)[nH]c2ccccc12)c1cccs1	2.0	6	4	-15	-14	3	-1	-2	-0.1
CCc1cc(C)c(O)c(CC)n1	1.4	3	2	-4	-14	7	-2	-2	0.0

Retrieved one by one from the list above, 5 records:
SMILES	PP5 inh	CTSL1 counter	EBNA-1 inhibitor	HCV core dimer	ZTA counter	PREPL inh	PP1 counter	TPT1 inhibitor	Efflux pump mplx
Cc1ccc(Nc2nc(N)nc(CSc3ncccn3)n2)cc1	2.5	-1	0	-2	0	-12	-6	-2	-0.1
CC(C)N(C(=O)CN1CCN(S(=O)(=O)c2ccc(Br)s2)CC1)C(C)C	-1.1	nt	nt	nt	-5	9	-3	nt	0.2
COc1ccc(OC)c(CCNC(=O)CCc2nnc3ccc(N4CCCC4)nn23)c1	-1.6	0	-13	-1	-7	6	2	0	0.0
Cc1ccsc1C(=O)NNC(=S)NCC(C)C	1.1	-1	-5	-6	-20	1	0	-3	0.0
CCOC(=O)c1[nH]c2ccccc2c1NC(C)=O	1.6	-1	6	-7	2	-8	-4	-1	0.4

Continuation.
SMILES	PP5 inh	CTSL1 counter	EBNA-1 inhibitor	HCV core dimer	ZTA counter	PREPL inh	PP1 counter	TPT1 inhibitor	Efflux pump mplx
CCOC(=O)N1CCN(C(=O)c2ccccc2SCC(=O)NCC2CCCCC2)CC1	2.2	3	-9	-1	-18	4	-6	2	0.3
COc1ccc(OC)c2[nH]c(=O)c(CCNC(=O)C3CCCCC3)cc12	2.1	4	9	-1	-1	8	-1	-2	-0.2
O=C(Cn1cnc2scc(-c3cccc([N+](=O)[O-])c3)c2c1=O)NCc1ccco1	-0.3	0	-6	64*	17	4	7	3	0.0
O=C(CCCCCN1C(=O)c2ccccc2C1=O)Nc1ccccc1	0.3	5	5	0	15	-2	-2	0	-0.1
O=S(=O)(c1ccccc1)c1cnc(-c2cccnc2)nc1-c1ccccc1	-0.2	5	2	7	11	1	7	-1	0.0
O=S(=O)(c1ccc2nc(COc3ccccc3)[nH]c2c1)N1CCOCC1	1.8	-3	0	-7	-21	7	-1	0	-0.1
CN(C)NC(=S)Nc1cccc(C(F)(F)F)c1	0.5	0	6	-2	7	-2	0	-1	-0.2
Cc1cc(C)c(OCC(=O)OC(C)C(=O)NC2CC2)c(C)c1 (stereo not drawn)	0.4	-13	-5	-13	0	10	-1	2	0.1
Cc1n[nH]c(=O)c2c(NC(=O)CSc3ccccc3F)oc(C)c12	2.2	4	-15	-2	-13	-9	-3	1	0.5
COc1ccc(-n2nnnc2/C=C\Nc2ccc(C)cc2)cc1	0.4	6	-13	1	-6	12	-2	3	0.2
C=CCn1cccc(C(=O)Nc2ccc(OC)c(OC)c2)c1=O	-0.3	2	1	-5	-20	14	1	4	-0.1
Cc1c(-c2ccccc2)cnc2c(C)cccc12	2.3	1	3	5	1	10	-1	2	0.3
Cc1cc(NC(=O)CN2CCc3ccccc3C2)nc2c1c(=O)oc1ccccc12	2.8	-1	1	14	1	-115	3	3	0.7
Cc1noc(C)c1C(=O)OCC(=O)Nc1cccc(S(N)(=O)=O)c1	-0.5	-3	1	3	6	-1	-1	-1	0.0
COCCNC(=O)C(=O)NCCN1CCNCC1	-2.6	5	0	-3	-13	3	1	-2	0.0
COc1ccccc1CNC(=O)C(NS(=O)(=O)c1ccc2c(c1)oc(=O)n2C)C(C)C (stereo not drawn)	0.1	0	11	1	-6	-1	27*	-5	0.1
CCCC(C)C(=O)Nc1ccc(F)c(Cl)c1 (stereo not drawn)	-1.7	9	-7	-3	-8	12	-2	-1	-0.2
COc1ccc(-c2nc(CS(=O)CC(=O)NC3CCCC(C)C3C)c(C)o2)cc1OC (stereo not drawn)	2.8	4	4	-10	-9	1	0	-4	-0.1
CC(=O)Nc1ccc(S(=O)(=O)N2CCN(Cc3ccccn3)CC2)cc1	1.8	15	-11	4	-4	6	3	-2	-0.2
CCN(CC)CCNC(=O)c1cn(-c2ccccc2)nc1-c1cccs1	2.6	3	-7	1	-21	-65	4	-12	0.0
O=C1NCCCC1C(=O)N/N=C/c1ccc(Cl)cc1 (stereo not drawn)	1.8	0	9	-4	-16	14	-3	-3	0.1
CCOc1ccccc1C(=O)NCC(=O)NCc1ccc(S(=O)(=O)N2CCOCC2)cc1	-0.7	nt	nt	nt	-10	14	0	nt	-0.3
c1ccc2[nH]c(-c3ccncc3)nc2c1	1.6	1	-8	-20	-12	22	1	-8	-0.2
C[C@H]1CN=C(N(C)C)N1CC1CCCCC1	0.4	5	-5	-19	-30	12	12	1	-0.1
CCn1c(=O)c(=O)[nH]c2cc(C(=O)Nc3ccc(S(=O)(=O)N4CCCC4)cc3)ccc21	3.3	-1	-3	12	21	-8	-1	1	0.1
FC(F)(F)c1cccc(Cc2noc(CN3CCCC3)n2)c1	4.1	-1	-20	-5	-18	-2	1	-1	0.2
CCCC[C@@H]1CNC(=O)C(=O)N1CCc1cccc2ccccc12	2.4	-4	8	-1	8	-44	-1	1	0.1
O=C(N/N=C/c1coc2ccccc2c1=O)c1cc(Br)ccc1O	-1.0	1	2	19	-5	4	-3	3	-0.1
O=C(NC1CCCCC1)c1cc([N+](=O)[O-])ccc1N1CCOCC1	0.0	1	6	-7	8	5	-2	-1	-0.7
